# Screening results from PubChem BioAssay.
# H9c2 TAG inh: inhibitors of triacylglycerol accumulation, primary screen, cell-based, uHTS, fluorescence, H9c2 | H9c2 cells, Nile Red lipid (TAG) fluorescence; cells loaded with 200 µM oleic acid | 230,000 tested, 0.66% active | inhibition, % at 12.5 µM;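 active means pattern-corrected inhibition of lipid staining of at least 50% with the nuclear-stain viability signal not falling by more than 50%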;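 further: 0% = DMSO wells and 100% = triacsin C control wells; some results filed as inactive read as strong as hits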
# H9c2 TAG inh DAPI viability: recorded beside H9c2 TAG inh, whose call it bears; DAPI nuclei signal change (viability), lower = more cytotoxic, %;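 whole-well DAPI fluorescence read on a plate reader as a viability signal; minus 50 percent equals half of cells still viable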
# Active calls of the source: *. The list is partial (hit frequency here may not be typical).
SMILES,H9c2 TAG inh,H9c2 TAG inh DAPI viability
CCn1c2c(c3cc(C(=O)O)ccc31)CCCC2=O,-3,6
O=C(/C=C/c1ccccc1O)c1ccccc1,8,-4
COc1ccccc1-c1cnc(C(O)c2c(C)cccc2C)[nH]1 (configuration not stated),-5,-1
CC(=O)c1ccccc1NC(=O)COC(=O)c1cc2ccccc2[nH]1,0,0
COc1ccc(C2NC(=O)Cc3cc(OC)c(OC)cc32)cc1OC (configuration not stated),3,-5
C[C@@H]1CN([C@@H](C)CO)C(=O)CCCn2nncc2CO[C@H]1CN(C)S(=O)(=O)c1ccc(-c2ccccc2)cc1,-14,7
O=C1CC(c2ccco2)Cc2nc(N3CCc4ccccc4C3)ncc21 (configuration not stated),22,-16
CC(OC(=O)Cc1coc2ccc3ccccc3c12)C(=O)NC(N)=O (configuration not stated),-4,-2
O=C(O)CCCCCNS(=O)(=O)c1ccc2c(c1)OCCO2,39,-3
CC(OC(=O)CCN1C(=O)C2CC=CCC2C1=O)C(=O)Nc1ccc(F)cc1 (configuration not stated),2,1
Nc1ncnc2c1ccn2[C@H]1CN(Cc2ccc3c(c2)OCO3)C[C@@H](CO)O1,-16,4
COc1ccc2ccccc2c1/C=N/NC(=O)c1ccccc1F,4,8
Nc1ccccc1C(=O)NC1CCCCNC1=O (configuration not stated),-6,-3
O=C(CCc1nnc(-c2ccccc2)o1)NC1CCCCC1,10,-1
COc1ccc(Br)cc1CNC(=O)CCNC(=O)Cn1ccc2ccccc2c1=O,2,3
CCCCN1C(=O)C(CC(=O)NC2CCCCC2)CC(C(=O)N(C)C)=C1C (configuration not stated),10,-3
COC(=O)c1ccccc1NC(=O)C1CC=CCC1C(=O)O (configuration not stated),2,-7
Cc1csc(SCc2ccccc2C(=O)O)n1,17,-23
O=S(=O)(NC1CCc2ccccc21)c1ccccc1 (configuration not stated),4,-3
COc1ccccc1NC(=O)C(C)NC(c1ccccc1)c1ccccc1 (configuration not stated),-8,1
CN(Cc1ccccc1)C(=O)CSc1nc2c(c(C(F)(F)F)n1)CCc1ccccc1-2,-14,6
Cc1ccc(NC(=S)NNC(=S)Nc2ccc(C)cc2)cc1,-19,4
O=C(C=Cc1cccnc1)c1ccccc1,2,1
CC[N+](CC)(CC#Cc1ccccc1)CC#Cc1ccccc1,-2,-10
O=C(CSCc1ccc([N+](=O)[O-])cc1)N/N=C/c1ccncc1,-1,1
C=C(CC1([C@@H](NP(=O)(c2ccccc2)c2ccccc2)[C@H]2C[C@@H]2CCCC)CC1)c1ccccc1,17,-5
C=CCNC(=S)Nc1ccc(Cl)c(S(=O)(=O)N2CCOCC2)c1,-8,5
CC1(C(=O)NCC2CC2)CCN1C(=O)C1(c2ccc(Cl)cc2)CC1 (configuration not stated),-8,2
Cc1onc(-c2ccccc2Cl)c1C(=O)c1ccccc1,2,-7
COc1cccc(CN2CC(C(=O)N3CCSCC3)CCC2=O)c1 (configuration not stated),17,-18
O=C(N/N=C/c1ccc(Br)s1)c1ccncc1,11,-7
C/C(N)=C(/C#N)C(=O)COC(=O)C1CCN(S(=O)(=O)c2cccs2)CC1,6,-3
Cn1nccc1C(=O)NC(=S)Nc1sc2c(c1C#N)CCCCC2,-16,6
COCCN(CCOC)S(=O)(=O)c1ccc(C(=O)Nc2ccc([N+](=O)[O-])cc2OC)cc1,-2,0
CCC(=O)c1ccc(OCc2ccc(C(=O)OC)o2)c(OC)c1,-13,6
CCn1c(SCC(=O)N(C)C2CCS(=O)(=O)C2)nnc1-c1cccs1 (configuration not stated),2,-12
C/[N+]([O-])=C\CC(=O)c1ccc(-c2ccccc2)cc1,-7,2
CCN1CCN(CC(=O)NC2CCCC2)C(=O)C1=O,2,-2
COc1cc(CN2c3ccccc3C(=O)CS2(=O)=O)cc(OC)c1,-7,-5
Cc1ccccc1OCc1nnc(SCCN2CCCC2)n1-c1ccccc1,-9,35

# Fetched by structure from the entries so far:
SMILES,H9c2 TAG inh,H9c2 TAG inh DAPI viability
COc1ccc(C2NC(=O)Cc3cc(OC)c(OC)cc32)cc1OC (configuration not stated),3,-5
Nc1ccccc1C(=O)NC1CCCCNC1=O (configuration not stated),-6,-3

# The main list resumes with the five entries that preceded the break.
SMILES,H9c2 TAG inh,H9c2 TAG inh DAPI viability
CCn1c(SCC(=O)N(C)C2CCS(=O)(=O)C2)nnc1-c1cccs1 (configuration not stated),2,-12
C/[N+]([O-])=C\CC(=O)c1ccc(-c2ccccc2)cc1,-7,2
CCN1CCN(CC(=O)NC2CCCC2)C(=O)C1=O,2,-2
COc1cc(CN2c3ccccc3C(=O)CS2(=O)=O)cc(OC)c1,-7,-5
Cc1ccccc1OCc1nnc(SCCN2CCCC2)n1-c1ccccc1,-9,35
Cc1ccc(/C=N/NC(=O)CCn2nc(C)cc2C)c(C)c1,-15,-4
Clc1ccc(C2=NNC(=NCC3CCCO3)SC2)cc1 (configuration not stated),9,11
CCOC(=O)N1CCN(C(=O)COC(=O)c2ccc(S(=O)(=O)N(CC)CC)cc2)CC1,-8,1
O=C(CSc1nc(O)c(Cc2ccccc2)c(=O)[nH]1)c1ccccc1,-9,2
COc1ccc(OCCNC(=O)c2cc(C3CC3)nc3c2cnn3C(C)C)cc1,-40,-5
CC(C)=CCCC(C)=CCN1C(=O)CN(C)C1=O,2,0
NC(=O)c1cc(Cl)ccc1OCC(=O)Nc1ccc2c(c1)OCO2,-34,-3
CC(C)Cc1cc(C(=O)Nc2ccc(F)cc2F)no1,-12,-8
CCN(C(=O)COC(=O)CNC(=O)c1cccc(C)c1)c1c(N)n(Cc2ccccc2)c(=O)[nH]c1=O,3,-1
CC(=O)Nc1ccc(CN(C)c2c(C)nc3ccc(C(=O)N(C)Cc4ccccc4)cn23)cc1,-7,3
C[C@H](CO)N1C[C@H](C)[C@@H](CN(C)C(=O)Nc2ccccc2)Oc2ccc(NC(=O)NC3CCCCC3)cc2C1=O,-7,10
CC(C)[C@H](NS(=O)(=O)c1cccc(C(F)(F)F)c1)C(=O)OCC(=O)NC(=O)NCc1ccco1,-6,2
c1ccc2c(c1)Oc1cccc3cccc-2c13,-7,29
Cc1nc(SCC(=O)N2c3ccccc3Sc3ccccc32)n[nH]1,-21,12
O=C(O)/C=C/c1cccc(NC(=O)c2ccc(Cl)cc2)c1,-3,-16
COc1cc(C(=O)O/N=C(\N)Cc2ccc([N+](=O)[O-])cc2)cc(OC)c1OC,-34,-23
CCOC(=O)c1ccccc1NC(=O)c1nc2nccc(C)n2n1,11,6
CC(C)c1csc(CN2CCN(Cc3ccc(F)cc3)C(CCO)C2)n1 (configuration not stated),-10,2
COc1ccc(N(C)S(=O)(=O)c2cccc(C(=O)N(C)Cc3ccc(C)o3)c2)cc1,-11,2
O=C(Nc1cc(S(=O)(=O)N2CCOCC2)ccc1OCC(F)(F)F)C1=COCCO1,20,-14
COc1cccc(/C=N\Nc2nncc(-c3ccccc3)n2)c1,1,3
CCOC(=O)/C=C1\SCC(=O)N1CC(=O)Nc1ccc(OC)c(OC)c1,-4,5
CC(C)n1ncc2c(C(=O)N3CCN(c4ccccc4)CC3)cc(-c3ccccc3)nc21,3,6
O=S(=O)(Cc1cccc(C(F)(F)F)c1)c1ncn[nH]1,-2,3
COc1ccc(NC(=O)N(C)C[C@H]2Oc3ccc(NC(=O)C4CC4)cc3CC(=O)N([C@@H](C)CO)C[C@@H]2C)cc1,-9,2
Cc1occc1-c1nnc(SCC(=O)c2ccccc2)n1CC1CCCO1 (configuration not stated),12,-12
Cc1ccc(/C=N/n2c(-c3ccc(Cl)cc3)n[nH]c2=S)s1,0,-4
O=C(CCCN1C(=O)/C(=C/c2ccccc2Cl)SC1=S)Nc1cccnc1,10,-17
Cc1ccccc1C(=O)c1c[nH]c(C(N)=O)c1,-6,4
CC(CCOS(N)(=O)=O)c1ccccc1 (configuration not stated),2,3
CN(c1ccc(O)cc1)c1nc(O)c(C2=c3ccccc3=NC2=O)s1,-2,10
O=C(O)c1ccc(CNC(=O)c2ccc(S(=O)(=O)N3CCCC3)cc2)cc1,5,-9
COCCNC(=O)C1CC2Cn3c(nc4ccccc43)C2N1C (configuration not stated),14,0
COc1ccc(CN(C)C(=O)COC(=O)c2c(C)nn(-c3ccc(F)cc3)c2Cl)cc1,5,-7
C/C(CC(=O)Nc1ccc(Cl)cc1Cl)=N\NC(=O)C(=O)N1CCCC1,3,5
COC(=O)c1sc(N2C(=O)C(O)=C(C(=O)c3ccc(C)o3)C2c2ccc([N+](=O)[O-])cc2)nc1C (configuration not stated),-12,3
C=CC[C@@H](CC(=O)N(CCO)Cc1ccccc1)C(=O)N[C@@H](COC(=O)[C@@H](CC=C)Cc1ccc(F)cc1)Cc1c[nH]c2ccccc12,48,4
COC(=O)c1sccc1NC(=O)Nc1cccc(F)c1,-15,10
Cc1cc(NC(=O)CCN2CCN(C/C=C/c3ccccc3)CC2)ccc1Br,-3,10
CCC[C@H]1CN(c2ccc(OC)cc2)C(=O)[C@@H]1CC(=O)Nc1ccccc1,4,-1
COc1ccc(CN2C(=O)C(CC(=O)NCCCN(C)C)CC(C(=O)N(C(C)C)C(C)C)=C2C)cc1 (configuration not stated),19,-6
Cc1sc2ncnc(OCC(=O)N3CCN(S(=O)(=O)c4ccc(Cl)cc4)CC3)c2c1C,-3,4
COc1ccc(C(=O)OCC(=O)N2CCCC2=O)c(OC)c1,14,-28
O=C(Oc1cccc(/C=N/NC(=O)c2ccccn2)c1)c1ccc([N+](=O)[O-])cc1,15,-10
COc1ccccc1-c1c(C)nn2c(N)c(-c3ccc(Cl)cc3)cnc12,10,8
CNc1nc2cccnc2s1,-2,-3
CC1CC2(C)CC(C)C1(COC(=O)Nc1ccccc1)CO2 (configuration not stated),8,2
CC(Sc1nnnn1C)C(=O)Nc1ccc(Oc2ccccc2)cc1 (configuration not stated),19,-12
Cc1cccc[n+]1CC(=O)N1c2ccccc2Sc2ccccc21,-12,6
Cc1cc(C(=O)CN2C(=O)C(=O)N(C3CCCC3)C2=O)c(C)n1CCc1ccccc1,9,-3
CCN(CC)S(=O)(=O)c1ccc(N2CCCC2)c(NC(=O)CC(C)(C)C)c1,-1,6
COCCOc1nc2ccccc2nc1C,6,0
CCN(c1ccccc1)S(=O)(=O)c1ccc(C(=O)Nc2ccncc2)cc1,-1,7
CC(=O)N/C(=C\c1ccccc1)C(=O)OCc1ccc(C)cc1,10,-1
O=C(NCc1ccccc1)c1ccc2c(c1)C(=O)N(Cc1cccnc1)C2=O,-16,4
CCNC(=O)c1nc[nH]c1C(=O)NCC,5,9
CC(Sc1nnnn1C)C(=O)Nc1ccc2c(c1)OCCO2 (configuration not stated),-27,-3
Cc1ccc(/C=N/n2nnnc2N)cc1,10,-7
Cc1cccc(OCc2nnc(SCC(=O)N(c3ccccc3)C3CCS(=O)(=O)C3)o2)c1 (configuration not stated),4,-8
CCC(C)NCCOCCOc1ccc(Br)cc1C (configuration not stated),-7,17

# Reprinted from above, 7 compounds:
SMILES,H9c2 TAG inh,H9c2 TAG inh DAPI viability
CNc1nc2cccnc2s1,-2,-3
CC1CC2(C)CC(C)C1(COC(=O)Nc1ccccc1)CO2 (configuration not stated),8,2
CC(Sc1nnnn1C)C(=O)Nc1ccc(Oc2ccccc2)cc1 (configuration not stated),19,-12
Cc1cccc[n+]1CC(=O)N1c2ccccc2Sc2ccccc21,-12,6
Cc1cc(C(=O)CN2C(=O)C(=O)N(C3CCCC3)C2=O)c(C)n1CCc1ccccc1,9,-3
CCN(CC)S(=O)(=O)c1ccc(N2CCCC2)c(NC(=O)CC(C)(C)C)c1,-1,6
COCCOc1nc2ccccc2nc1C,6,0

# Back to the main list, starting 3 compounds before the break.
SMILES,H9c2 TAG inh,H9c2 TAG inh DAPI viability
Cc1ccc(/C=N/n2nnnc2N)cc1,10,-7
Cc1cccc(OCc2nnc(SCC(=O)N(c3ccccc3)C3CCS(=O)(=O)C3)o2)c1 (configuration not stated),4,-8
CCC(C)NCCOCCOc1ccc(Br)cc1C (configuration not stated),-7,17
Cc1cc(C)n(-c2ccc(C(=O)Oc3ccc4c(c3)OCO4)cc2)n1,8,-11
C=CCNC(=O)C12CC3(C)CC(C)(CC(C)(C3)C1)C2,-9,3
O=c1[nH][nH]c(C(F)(F)F)c1C=NCc1ccc(Cl)cc1,-6,-3
CCOn1c(=O)c[n+]([O-])c2ccccc21,12,-10
CCOC(=O)c1cnc(N2CCN(C(=O)OCC)CC2)[nH]c1=O,-6,11
O=C(NCCOc1ccc(Cl)cc1)C1CCCCC1,6,-2
Cc1nn(-c2ccccc2)c(Oc2ccc(F)cc2)c1/C=N/n1cnnc1,0,-2
O=C(O)CNC(=O)C1(N2C(=O)c3ccccc3C2=O)CCCC1,7,8
COc1ccc(CC(=O)Nc2c3c(nn2-c2cccc(C)c2C)CS(=O)C3)cc1 (configuration not stated),-13,0
Cc1onc(-c2ccccc2Cl)c1C(=O)N1CCN(c2nc3ccccc3s2)CC1,20,7
Cc1cc(C)cc(-n2c(C)cc(C=C(C#N)C#N)c2C)c1,0,-4
C=C1C(=O)OC2C1CCC(C)C1C=CC(=O)C12C (configuration not stated),47,-29
COc1ccc(NC(=O)CN(C)C(=O)/C=C/c2ccc(S(=O)(=O)N3CCCCCC3)cc2)cc1,5,-2
COc1cc2c(=O)n(CCCN3CCOCC3)c(=S)[nH]c2c(OC)c1OC,-13,1
CC(C)C(C(=O)NC1=NCCS1)c1ccc(Cl)cc1 (configuration not stated),-10,-2
